GSK3B inh: human GSK3beta kinase inhibition. AID 2097. activity score (negative = inhibition), % at 10 µM. actives 0.038% (n = 300,000). GST-GSK3beta kinase, ADP-Glo luminescence, 60 min; hits give low values. P49841;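 active = more than half of replicate wells score below -50%, meaning over 50% inhibition versus plate controls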;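 note: 0% = median DMSO wells and -100% = median GW8510 positive control wells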
Target sequence (P49841 whole entry, looked up): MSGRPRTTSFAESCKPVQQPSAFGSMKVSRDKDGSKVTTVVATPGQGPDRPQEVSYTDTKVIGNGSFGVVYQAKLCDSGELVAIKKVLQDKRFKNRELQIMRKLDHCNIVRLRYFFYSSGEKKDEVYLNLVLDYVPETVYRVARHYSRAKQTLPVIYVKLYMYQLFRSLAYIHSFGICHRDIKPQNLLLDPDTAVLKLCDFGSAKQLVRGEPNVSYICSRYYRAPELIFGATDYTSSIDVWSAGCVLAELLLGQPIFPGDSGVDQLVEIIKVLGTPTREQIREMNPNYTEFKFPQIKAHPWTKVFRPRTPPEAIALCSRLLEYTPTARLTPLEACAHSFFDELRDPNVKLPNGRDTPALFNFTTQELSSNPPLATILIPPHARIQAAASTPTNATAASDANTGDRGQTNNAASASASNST
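Test system – GST-tagged human GSK3beta kinase, cell-free · Incubation – 60 min enzyme reaction, room temperature · Signal – ADP-Glo luminescence · Also added – peptide substrate and ATP at 25 µM · Controls – DMSO neutral wells and GW8510 at 20 µM as positive · Buffer or medium – Tris/MgCl2 kinase buffer · Measure – Luminescence-derived activity versus plate DMSO and GW8510 wells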
HSP90 refold inh: inhibitors of HSP90 luciferase refolding in rabbit reticulocyte lysate; inhibition, % at 5.6 µM; luciferase refolding luminescence, 3 h; actives 0.91% (n = 290,000);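 active = inhibition above the screen-wide mean plus 3 SD, computed separately per campaign, cut at about 16% in these data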;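 note: 0% = DMSO wells and 100% = 60 µM geldanamycin wells; inhibitors lower the luminescence because luciferase stays unfolded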
aSyn UTR inh: 5' untranslated region of α-synuclein, MLPCN primary screen; inhibition, % (tested at 7.5 µM); alpha-synuclein 5'UTR reporter, inhibitor activity; actives 0.82% (n = 300,000); AID 1813; in the data active = inhibition above about 60%;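 note: H4 neuroglioblastoma cells stably carrying SNCA 5'UTR luciferase fusion; 0% = DMSO wells and 100% = positive control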
Dyrk1A ADPGlo: blocks rat Dyrk1A kinase activity | inhibition, % at 12.5 µM | actives 0.43% (n = 310,000) | Q63470 | ADP-Glo luminescence, NFATc1 peptide; in the data active = inhibition above about 50%;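 note: plate controls were vehicle with enzyme for no effect and no enzyme for full effect; many of its hits are not listed in these tables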
HSF-1 act: increases HSF-1 driven luciferase reporter signal. activation, % at 9 µM. actives 1.7% (n = 300,000). NIH3T3-HGL HSF-1 luciferase reporter, MG132, 8 h; 100% = twice DMSO control signal;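 active = mean replicate activation of at least 50% with a set share of replicates each reaching 50%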;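 note: 0% = median of the neutral control wells and 100% = twice that signal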
IEC-6 tox: IEC-6 cytotoxicity, counter-screen for KLF5 inhibitors; luminescence viability; inhibition, % at 5 µM; actives 0.78% (n = 290,000); AID 1825; in the data active = inhibition above about 22%;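 note: 0% = plate median of test compound wells and 100% = cytotoxic reference compound wells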
Platelet DG rel: modulates dense granule release in human platelets | human platelet-rich plasma, SFLLRN dense granule ATP release, luminescence | inhibition, %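 (compounds screened at 7.5 µM in platelet-rich plasma)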 | actives 0.22% (n = 300,000) | AID 1663;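 active = mean replicate score, as percent of positive control, at or above 50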
KLF5 inhibitor: kruppel-like factor 5 inhibition. DLD-1 KLF5 promoter-luciferase reporter, luminescence. inhibition, % at 5 µM. actives 0.23% (n = 290,000). AID 1700;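 active = inhibition above a per-plate limit of that plate's mean compound inhibition plus 3 SD, cut at about 60% in these data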;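 note: 0% = DMSO wells and 100% = LY294002 at 200 µM; higher means less KLF5 promoter-driven luciferase light; inactives centre near -14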
HSF1 inh: HSF1 inhibition; NIH3T3-HGL HSE-luciferase, MG132-induced, luminescence 8 h; hits give low values; activity change, negative = inhibition, % at 7.5 µM (by protocol); actives 0.77% (n = 300,000);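 active = more than half of replicate wells show activity change below -50%, luminescence cut by over half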;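 note: luciferase reports HSF-1 transcriptional activity via heat shock element; 0% = median of DMSO wells and -100% = zero luminescence signal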
GSK3 alpha inh: human GSK-3 alpha kinase inhibition; P49840; ADP-Glo luminescence, 60 min; inhibition, % at 10 µM; actives 0.1% (n = 320,000); AID 2650;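 in the data active = inhibition above about 50%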;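 note: GST-tagged GSK-3 alpha with peptide substrate and 25 µM ATP; 0% = DMSO neutral wells and 100% = GW8510 positive control wells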
Target sequence (P49840 whole entry, looked up): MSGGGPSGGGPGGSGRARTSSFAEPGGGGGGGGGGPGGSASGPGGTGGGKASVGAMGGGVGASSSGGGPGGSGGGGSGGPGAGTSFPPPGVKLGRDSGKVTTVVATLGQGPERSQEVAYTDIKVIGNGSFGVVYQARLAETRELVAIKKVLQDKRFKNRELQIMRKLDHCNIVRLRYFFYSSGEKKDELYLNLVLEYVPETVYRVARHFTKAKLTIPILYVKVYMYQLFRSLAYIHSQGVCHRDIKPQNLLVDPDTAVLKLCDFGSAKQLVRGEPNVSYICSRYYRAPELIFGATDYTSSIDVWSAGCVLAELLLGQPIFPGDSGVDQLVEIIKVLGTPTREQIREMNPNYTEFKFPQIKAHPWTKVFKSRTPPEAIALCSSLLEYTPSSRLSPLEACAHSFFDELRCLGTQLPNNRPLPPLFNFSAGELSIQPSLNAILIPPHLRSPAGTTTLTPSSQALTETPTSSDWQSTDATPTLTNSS
* hit, by the source's call.

For CN(C)S(=O)(=O)c1cccc(NC(=S)NC2CCCCC2)c1 the results were GSK3B inh -2, HSP90 refold inh -1, aSyn UTR inh 20, HSF-1 act 2, IEC-6 tox 0, Platelet DG rel -1, KLF5 inhibitor -19, HSF1 inh -3 and GSK3 alpha inh 0.
C=CCn1c(C(C)NC(=O)c2cccc(C)c2)n[nH]c1=S (stereo unspecified) was read as GSK3B inh -1, HSP90 refold inh 3, aSyn UTR inh 19, Dyrk1A ADPGlo 1, HSF-1 act -5, IEC-6 tox 3, Platelet DG rel -10, KLF5 inhibitor -6, HSF1 inh 3 and GSK3 alpha inh -2.
For O=C(Nc1ccc(S(=O)(=O)N2CCCC2)cc1)c1cnccn1 the results were GSK3B inh 0, HSP90 refold inh 0, aSyn UTR inh 4, Dyrk1A ADPGlo -1, HSF-1 act -12, IEC-6 tox -11, Platelet DG rel 4, KLF5 inhibitor 1, HSF1 inh -11 and GSK3 alpha inh -2.
`CN1CCN(S(=O)(=O)c2ccc3ccccc3c2)CC1` gave GSK3B inh 3, HSP90 refold inh -1, aSyn UTR inh 9, Dyrk1A ADPGlo -4, HSF-1 act -6, IEC-6 tox 1, Platelet DG rel 5, KLF5 inhibitor -19 and HSF1 inh -1.
`COc1cc(CCC(=O)N2CC(C)OC(C)C2)cc(OC)c1OC` (stereo unspecified) gave GSK3B inh 0, HSP90 refold inh -2, aSyn UTR inh -7, HSF-1 act -3, IEC-6 tox -4, Platelet DG rel -7, KLF5 inhibitor -22, HSF1 inh -4 and GSK3 alpha inh -2.
Screening COc1ccc(C(CNC(=O)c2ccc(Br)o2)N2CCN(C)CC2)cc1 (stereo unspecified) returned GSK3B inh -11, aSyn UTR inh -17, Dyrk1A ADPGlo 1, HSF-1 act -10, Platelet DG rel -3, HSF1 inh -2 and GSK3 alpha inh 1.
For COc1ccc(S(=O)(=O)NC2CCSc3ccccc32)cc1OC (stereo unspecified) the results were GSK3B inh 3, HSP90 refold inh 6, aSyn UTR inh -5, Dyrk1A ADPGlo 2, HSF-1 act 1, IEC-6 tox 1, Platelet DG rel -13, KLF5 inhibitor 7, HSF1 inh -8 and GSK3 alpha inh -1.
Cc1cc(C(C2C(=O)CC(C)(C)CC2=O)C2C(=O)CC(C)(C)CC2=O)cc(C)c1OC(F)F was read as GSK3B inh -1, HSP90 refold inh -4, aSyn UTR inh 2, Dyrk1A ADPGlo 1, HSF-1 act -9, IEC-6 tox 3, Platelet DG rel -18, KLF5 inhibitor -4, HSF1 inh 0 and GSK3 alpha inh -3.
OCc1cn(-c2ccccc2)nc1-c1ccc(Br)cc1 was read as GSK3B inh 0, HSP90 refold inh -1, aSyn UTR inh -117, Dyrk1A ADPGlo 15, HSF-1 act 10, IEC-6 tox -9, Platelet DG rel 2, KLF5 inhibitor -140, HSF1 inh 12 and GSK3 alpha inh -1.
`Cc1c(Cl)cccc1NC(=O)CCN1CCN(C)CC1` gave GSK3B inh -1, HSP90 refold inh 1, aSyn UTR inh -5, HSF-1 act 26, IEC-6 tox 1, Platelet DG rel 3, KLF5 inhibitor -42, HSF1 inh -1 and GSK3 alpha inh -1.
COc1ccc2c(c1)[nH]c1c(=O)n(Cc3ccco3)cnc12 was read as GSK3B inh 0, HSP90 refold inh -3, aSyn UTR inh -65, Dyrk1A ADPGlo 5, HSF-1 act 30, IEC-6 tox 0, Platelet DG rel 0, KLF5 inhibitor -69, HSF1 inh 30 and GSK3 alpha inh -3.
NC(=O)[C@@H]1CCCNc2c(I)cc([N+](=O)[O-])cc2C(=O)N[C@@H](CCCN=C(N)N)C(=O)N[C@@H](CCCN=C(N)N)C(=O)N1 was read as HSP90 refold inh -4, IEC-6 tox 2, KLF5 inhibitor -32 and GSK3 alpha inh 34.
For CN(C)CCn1c2c(c(SCC(=O)Nc3ccccc3C(F)(F)F)nc1=O)CCCC2 the results were GSK3B inh 4, aSyn UTR inh -6, Dyrk1A ADPGlo 5, HSF-1 act -8, Platelet DG rel 13, HSF1 inh -1 and GSK3 alpha inh -2.
For COc1ccc(C(=O)Nc2ccc(-c3cn4ccsc4n3)cc2)cc1S(=O)(=O)N1CCOCC1 the results were GSK3B inh 0, HSP90 refold inh 3, aSyn UTR inh 53, Dyrk1A ADPGlo -13, HSF-1 act 19, IEC-6 tox 5, Platelet DG rel 2, KLF5 inhibitor -31, HSF1 inh 17 and GSK3 alpha inh 0.
CN1CCSc2ccc(C(=O)NCc3ccccc3)cc21 was read as GSK3B inh -2, HSP90 refold inh -1, aSyn UTR inh -6, Dyrk1A ADPGlo 2, HSF-1 act 9, IEC-6 tox -7, Platelet DG rel -2, KLF5 inhibitor -31, HSF1 inh 12 and GSK3 alpha inh -1.
`COC(=O)c1cc(NC(=O)c2ccoc2C)cc(C(=O)OC)c1` gave GSK3B inh 1, HSP90 refold inh -3, aSyn UTR inh -5, Dyrk1A ADPGlo -8, HSF-1 act 13, IEC-6 tox -4, Platelet DG rel -3, KLF5 inhibitor -30, HSF1 inh 4 and GSK3 alpha inh -1.
For Cc1cccc(C)c1N(CC(=O)N/N=C/c1cc(Br)c(C)o1)S(C)(=O)=O the results were GSK3B inh -3, HSP90 refold inh 1, aSyn UTR inh 14, Dyrk1A ADPGlo -3, HSF-1 act -17, IEC-6 tox -2, Platelet DG rel 17, KLF5 inhibitor -11, HSF1 inh -2 and GSK3 alpha inh 0.
`O=C(c1ccccc1)N(Cc1ccc(F)cc1)Cc1nc2ccccc2c(=O)[nH]1` gave GSK3B inh 1, HSP90 refold inh 4, aSyn UTR inh 21, Dyrk1A ADPGlo -5, HSF-1 act 9, IEC-6 tox 1, Platelet DG rel 12, KLF5 inhibitor 9, HSF1 inh 9 and GSK3 alpha inh -1.
Screening CCCc1cc(=O)n2[nH]c(NCc3ccc(OC)c(OC)c3)nc2n1 returned GSK3B inh 3, HSP90 refold inh 1, aSyn UTR inh 9, Dyrk1A ADPGlo -1, HSF-1 act -5, IEC-6 tox 2, Platelet DG rel -2, KLF5 inhibitor -7, HSF1 inh -6 and GSK3 alpha inh -4.
For Cc1cccc2c(=O)c(Br)c(C)n(Cc3ccccc3)c12 the results were GSK3B inh -1, HSP90 refold inh -1, aSyn UTR inh -50, Dyrk1A ADPGlo -1, HSF-1 act -6, IEC-6 tox 3, Platelet DG rel -9, KLF5 inhibitor -13, HSF1 inh -9 and GSK3 alpha inh 0.
`NC(=O)C1CCCN(C(=O)CCCNC(=O)c2ccc(Cl)cc2)C1` (stereo unspecified) gave GSK3B inh -1, HSP90 refold inh 3, aSyn UTR inh -11, Dyrk1A ADPGlo 4, HSF-1 act -4, IEC-6 tox 1, Platelet DG rel -13, KLF5 inhibitor -11, HSF1 inh -2 and GSK3 alpha inh 1.
N#CCCCSc1nnc(CSc2nc3ccccc3s2)n1-c1ccccc1 was read as GSK3B inh -2, HSP90 refold inh -1, aSyn UTR inh 7, Dyrk1A ADPGlo 7, HSF-1 act 7, IEC-6 tox -1, Platelet DG rel 2, KLF5 inhibitor -33, HSF1 inh -5 and GSK3 alpha inh -6.
For NC(N)=NS(=O)(=O)c1ccc(N/C=C/C(=O)c2ccc(Cl)c(Cl)c2)cc1 the results were GSK3B inh 2, HSP90 refold inh 5, aSyn UTR inh -119, Dyrk1A ADPGlo 0, HSF-1 act 11, IEC-6 tox -10, Platelet DG rel 22, KLF5 inhibitor -18, HSF1 inh -1 and GSK3 alpha inh -2.
`Cc1c(/C=C(\CC(=O)O)c2nc3ccccc3s2)cc(C#N)n1C` gave GSK3B inh 3, HSP90 refold inh 0, aSyn UTR inh -2, Dyrk1A ADPGlo -2, HSF-1 act -5, IEC-6 tox 1, Platelet DG rel 1, KLF5 inhibitor 21, HSF1 inh 6 and GSK3 alpha inh -9.
For CCOC(=O)CN1C(=O)Nc2ccc(Br)cc2C1c1ccccc1 (stereo unspecified) the results were GSK3B inh 1, HSP90 refold inh 0, aSyn UTR inh 20, Dyrk1A ADPGlo 8, HSF-1 act 32, IEC-6 tox -2, Platelet DG rel -11, KLF5 inhibitor -10, HSF1 inh 4 and GSK3 alpha inh -2.
Screening COc1ccc(NC(=O)CCC2COc3ccccc3O2)c(OC)c1 (stereo unspecified) returned GSK3B inh -1, HSP90 refold inh 0, aSyn UTR inh 11, Dyrk1A ADPGlo -2, HSF-1 act 9, IEC-6 tox -5, Platelet DG rel -2, KLF5 inhibitor -3, HSF1 inh 1 and GSK3 alpha inh -1.
Screening Cc1cc(C)n(-c2nc(SCCN(C)C)c3c4c(sc3n2)COC(C)(C)C4)n1 returned GSK3B inh 6, HSP90 refold inh 1, aSyn UTR inh 0, Dyrk1A ADPGlo 5, HSF-1 act -6, IEC-6 tox 7, Platelet DG rel -1, KLF5 inhibitor 12, HSF1 inh -3 and GSK3 alpha inh -3.
`O=Cc1cc([N+](=O)[O-])ccc1N1CCN(Cc2ccc3c(c2)OCO3)CC1` gave GSK3B inh 0, HSP90 refold inh 2, aSyn UTR inh 16, Dyrk1A ADPGlo 0, HSF-1 act 46, IEC-6 tox 4, KLF5 inhibitor -28, HSF1 inh 5 and GSK3 alpha inh 2.
Screening N#Cc1c(N2CCN(c3ccc(F)cc3)CC2)nc(N)c2c(N)nc3c(c12)CC(=O)N3C1CC1 returned HSP90 refold inh 6, Dyrk1A ADPGlo -4, IEC-6 tox -6 and KLF5 inhibitor 2.
Screening CC(NC(=O)CSc1nc2ccc(N)cc2s1)c1ccccc1 (stereo unspecified) returned GSK3B inh 5, HSP90 refold inh -4, aSyn UTR inh 11, Dyrk1A ADPGlo 8, HSF-1 act -10, IEC-6 tox 4, Platelet DG rel -1, KLF5 inhibitor -4, HSF1 inh -10 and GSK3 alpha inh -2.
Screening COc1ccc(CN2CCn3ncc(C(=O)Nc4ccccc4)c3C2=O)cc1 returned GSK3B inh -1, HSP90 refold inh 1, aSyn UTR inh -86, Dyrk1A ADPGlo 5, HSF-1 act 5, IEC-6 tox 7, Platelet DG rel 9, KLF5 inhibitor -50, HSF1 inh 3 and GSK3 alpha inh 1.

For convenience, some entries already given:
`NC(=O)C1CCCN(C(=O)CCCNC(=O)c2ccc(Cl)cc2)C1` (stereo unspecified) gave GSK3B inh -1, HSP90 refold inh 3, aSyn UTR inh -11, Dyrk1A ADPGlo 4, HSF-1 act -4, IEC-6 tox 1, Platelet DG rel -13, KLF5 inhibitor -11, HSF1 inh -2 and GSK3 alpha inh 1.
N#CCCCSc1nnc(CSc2nc3ccccc3s2)n1-c1ccccc1 was read as GSK3B inh -2, HSP90 refold inh -1, aSyn UTR inh 7, Dyrk1A ADPGlo 7, HSF-1 act 7, IEC-6 tox -1, Platelet DG rel 2, KLF5 inhibitor -33, HSF1 inh -5 and GSK3 alpha inh -6.
For NC(N)=NS(=O)(=O)c1ccc(N/C=C/C(=O)c2ccc(Cl)c(Cl)c2)cc1 the results were GSK3B inh 2, HSP90 refold inh 5, aSyn UTR inh -119, Dyrk1A ADPGlo 0, HSF-1 act 11, IEC-6 tox -10, Platelet DG rel 22, KLF5 inhibitor -18, HSF1 inh -1 and GSK3 alpha inh -2.

Compound activity (PubChem BioAssay)

Only part of the results is shown. The share of hits here may be higher or lower than overall.
